Rab9 prom act = Rab9 promoter activation. Potency, µM (titrated, usually from 9.22 µM), for the others: top-dose activation, negative = inhibition, most hits filed as activators. Huh7 Rab9 promoter-luciferase reporter, luminescence, 24 h. actives 2.8% (n = 320,000); also: potency is read from the fitted curve at half-maximal effect; % of control where 0% means no effect; nearly all actives have a fitted effect of over 60% in size
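Steps: seed 1500 Huh7 Rab9-luc cells per well, rest 2 h at 37 °C; add compound in DMSO; incubate 24 h; add luciferase reagent, 10 min ambient; read luminescence.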
Menin-MLL TR inh = inhibitors of human menin-MLL interaction, mutant MLL peptide | O00255 | Menin + Texas Red MLL mutant peptide, fluorescence polarization | Potency, µM (series often up to 61.6 µM), for the others: at the highest dose FP activity change, negative = inhibition, usual class: inhibitors | actives 0.23% (n = 270,000); active = well fitted inhibition curve with a large enough effect in the polarisation, with a control signal flat, not every such curve was filed as active; inconclusive = small, poorly fitted or top-dose-only effect, or effect the other way, or a change in a side signal; inactive = no such curve, though single readings can be large or run the other way; the % refers to the polarisation; also: potency is read from the fitted curve at half-maximal effect; % of control where 0% means no effect; many of its hits are not listed in these tables
Giardia kill = kills Giardia lamblia. AID 540267. activity change, % at 7.66 µM, hits read low. actives 0.15% (n = 340,000). Giardia lamblia trophozoite viability; in the data active = activity change below about -80%; inconclusive = between about -30% and that limit;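 also: parasites exposed to compound for two days anaerobically before the ATP read; % is scaled to controls: 0 for no effect and ±100 for the full control effect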
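Media and compound were dispensed first, then trophozoites at 100 cells/well; plates sat 48 hrs at 37 deg C without oxygen before ATP luminescence reagent was added and read after 15-30 min at room temperature.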
RORg inh = inhibitors of mouse ROR gamma transcriptional activity. P51450. Drosophila S2 Gal4-RORgamma UAS-luciferase reporter, 20 h. Potency, µM (doses to about 53.6 µM), for the others: top-dose activity change, negative = inhibition, most hits filed as inhibitors. actives 5.4% (n = 310,000); also: potency is read from the fitted curve at half-maximal effect; % is scaled to controls: 0 for no effect and ±100 for the full control effect; nearly all actives have a fitted effect of over 60% in size
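Stable Schneider cell line, Gal4 DNA-binding domain fused to ROR gamma, UAS-luciferase. Cmpd 1 hr RT → CuSO4 700 uM final → 20 hr RT → luciferase reagent 10 min → luminescence.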
BRCA1 expr act = BRCA1 expression activation; MCF7-BRCA1-FFLuc reporter, luminescence, 48 h; response scale: scaled: vehicle 0%, 10 µM genistein 100%; Potency, µM (series often up to 46.1 µM), for inactives: at the top dose activation, actives largely listed as activators; actives 1.1% (n = 380,000); AID 624202; also: potency is read from the fitted curve at half-maximal effect; nearly all actives have a fitted effect of over 80% in size; some results filed as inactive show a strong effect at the top dose
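MCF7-BRCA1-FFLuc, 2000 cells/well; 2 h attach, 37 °C/5% CO2; compound 48 h; luciferase substrate 15 min; luminescence end-point. Norm. to genistein 10 microM max activation and DMSO; concentration-response curves fitted.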
ELG1 genotox = genotoxicity induction in ELG1-luciferase HEK293T cells | HEK293T ELG1-luciferase reporter, luminescence, 16 h | Potency, µM (doses to about 46 µM), for the others: top-dose activity change, positive = activation, usual class: activators | actives 1.3% (n = 330,000); also: potency is read from the fitted curve at half-maximal effect; % of control where 0% means no effect; nearly all actives have a fitted effect of over 60% in size
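Quantitative HTS format in 1536-well plates. HEK293T ELG1-luciferase reporter cells receive test compound and are incubated 16 hr at 37 °C, 5% CO2; ONE-Glo added, 30 min room temperature, then luminescence read.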
Gal4-VP16 FLuc = inhibits Gal4-VP16 luciferase reporter, ROR gamma counter-screen. Potency, µM (highest dose often 53.6 µM), without a hit: top-dose activity, negative = inhibition, usual class: inhibitors. Drosophila S2 Gal4-VP16 UAS-luciferase, luminescence, 20 h. actives 3.5% (n = 310,000);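 also: Gal4-VP16 expression switched on by copper sulfate through the metallothionein promoter; potency is read from the fitted curve at half-maximal effect; % is scaled to controls: 0 for no effect and ±100 for the full control effect; nearly all actives have a fitted effect of over 50% in size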
FLuc counter = counter-screen for miR-21 project: firefly luciferase inhibitors or activators. purified FLuc, Km substrates, luminescence inhibition. actives 6.9% (n = 360,000). Potency, µM (titrated, usually from 57.5 µM), for inactives: top-dose activity change, negative = inhibition, actives largely listed as inhibitors. P08659;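 also: potency is read from the fitted curve at half-maximal effect; plate controls were vehicle for no effect and reference inhibitor for full effect; nearly all actives have a fitted effect of over 55% in size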
Target sequence (P08659 whole entry, looked up): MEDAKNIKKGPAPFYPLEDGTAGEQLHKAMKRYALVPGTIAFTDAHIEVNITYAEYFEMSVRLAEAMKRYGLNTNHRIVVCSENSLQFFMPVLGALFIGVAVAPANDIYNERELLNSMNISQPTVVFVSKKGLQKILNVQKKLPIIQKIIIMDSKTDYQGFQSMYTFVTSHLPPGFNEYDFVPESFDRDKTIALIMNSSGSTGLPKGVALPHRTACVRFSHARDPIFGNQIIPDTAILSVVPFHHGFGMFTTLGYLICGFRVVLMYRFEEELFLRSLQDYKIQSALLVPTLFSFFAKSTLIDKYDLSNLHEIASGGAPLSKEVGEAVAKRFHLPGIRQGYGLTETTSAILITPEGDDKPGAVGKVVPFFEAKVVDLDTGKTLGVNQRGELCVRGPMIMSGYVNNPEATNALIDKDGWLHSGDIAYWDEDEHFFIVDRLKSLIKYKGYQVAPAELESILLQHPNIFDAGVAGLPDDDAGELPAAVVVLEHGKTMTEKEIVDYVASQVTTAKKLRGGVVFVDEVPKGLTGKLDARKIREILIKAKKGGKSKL
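Biochemical qHTS of compounds, final roughly 60 µM downward over six points, against 10 nM purified firefly luciferase using Km concentrations of substrates (10 uM D-luciferin, 10 uM ATP) in Tris acetate pH 7.5 buffer; luminescence output.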
p53 reactivation = mutant p53 re-activation in reporter cells; H1299 p53-A138V BP100-luciferase reporter, luminescence, 24 h; Potency, µM (titrated, usually from 92.2 µM), without a hit: at the top dose activity change, positive = activation, most hits filed as activators; actives 0.063% (n = 320,000); AID 504706; also: potency is read from the fitted curve at half-maximal effect; % of control where 0% means no effect; nearly all actives have a fitted effect of over 45% in size
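H1299 (p53-null), stable ts p53-A138V + BP100-Luc; 1000 cells/well, Opti-MEM/10% FBS; cpd 4 pt, 1:5; 24 h, 37 deg C, 5% CO2; detection reagent 10 min RT; luminescence.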
PKM2 activator = activators of human pyruvate kinase M2; P14618; purified PKM2, Kinase-Glo ATP luminescence, activation; response scale: 0% is enzyme alone, no compound; Potency, µM (top dose mostly 57.5 µM), for the others: top-dose activation, hits mostly activators; actives 0.34% (n = 260,000); AID 1631; also: potency is read from the fitted curve at half-maximal effect; % is scaled to controls: 0 for no effect and ±100 for the full control effect; nearly all actives have a fitted effect of over 55% in size
Target sequence (P14618 whole entry, looked up): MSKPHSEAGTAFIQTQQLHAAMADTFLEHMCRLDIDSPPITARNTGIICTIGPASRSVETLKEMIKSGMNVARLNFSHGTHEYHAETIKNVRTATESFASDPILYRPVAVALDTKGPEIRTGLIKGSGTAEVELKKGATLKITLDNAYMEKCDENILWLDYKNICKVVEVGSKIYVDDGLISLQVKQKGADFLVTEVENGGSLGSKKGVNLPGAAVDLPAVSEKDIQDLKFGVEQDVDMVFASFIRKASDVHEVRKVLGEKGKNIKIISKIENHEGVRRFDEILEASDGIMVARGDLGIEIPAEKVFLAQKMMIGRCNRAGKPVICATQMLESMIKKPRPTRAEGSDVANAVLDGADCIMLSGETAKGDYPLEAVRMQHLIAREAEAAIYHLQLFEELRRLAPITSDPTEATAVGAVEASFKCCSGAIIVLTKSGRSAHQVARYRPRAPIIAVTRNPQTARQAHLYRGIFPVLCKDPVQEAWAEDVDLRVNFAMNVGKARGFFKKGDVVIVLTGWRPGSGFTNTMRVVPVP
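Purified hPK-M2 (>95%) run at intermediate activity with 0.1 mM ADP and 0.5 mM PEP in 50 mM imidazole pH 7.2, KCl, MgCl2; 1 h room temperature. ATP formed read by Kinase-Glo luminescence; normalized to uninhibited and no-enzyme controls.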
NPC1 prom act = activators of NPC1 promoter; actives 2.4% (n = 320,000); AID 485313; Potency, µM (highest dose often 9.22 µM), without a hit: top-dose activation, hits mostly activators; Huh7 NPC1 promoter luciferase reporter, 24 h;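 also: potency is read from the fitted curve at half-maximal effect; % of control where 0% means no effect; nearly all actives have a fitted effect of over 60% in size; reporter is driven by a mutant NPC1 promoter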
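Luminescence read-out of NPC1 promoter-driven luciferase in stably transfected Huh7 cells; compounds delivered in DMSO and left 24 h at 37C, 5% CO2, qHTS titration format.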
* marks the source's active call; other numbers are inactive results; ? = inconclusive; / = no result given; [ ] = remark or other dose. Unless noted, calls follow the shape of the dose curve; as a rule, active = well fitted curve in the direction sought with a large enough effect; inconclusive = small, poorly fitted or top-dose-only effect, or another doubt; inactive = no such curve, though single readings can be large; an effect the other way counts as inactive or inconclusive. Some of the compounds tested. The share of hits here may be higher or lower than overall.

SMILES | Rab9 prom act | Menin-MLL TR inh | Giardia kill | RORg inh | BRCA1 expr act | ELG1 genotox | Gal4-VP16 FLuc | FLuc counter | p53 reactivation | PKM2 activator | NPC1 prom act
O=S(=O)(c1cccc(NC(=S)NCc2ccco2)c1)N1CCOCC1 | -2.4% | -1.3% | -2.2 | 17.8% | -3.5% | -0.3% | -5.1% | 4.1% | 3.4% | 1.6% | -6.7%
CC1(C)CC(=O)C2=C(C1)N(c1ccc(F)cc1)C(=O)CC2c1ccccc1 (configuration not stated) | -0.8% | -1.2% | 6.3 | -14.2% | -1.0% | 1.2% | -17.9% | 0.4% | -0.1% | -3.2% | -1.6%
CC(NCc1cccc(S(=O)(=O)N(C)C)c1)c1ccc(F)cc1 (configuration not stated) | -2.0% | / | -17.1 | 8.1% | 1.0% | -2.4% | -21.0% | 2.7% | -3.6% | -27.0% | 1.6%
CCOC(=O)C1=C(c2ccccc2)NC(SC)=C(C#N)C1c1cccnc1 (configuration not stated) | 2.6% | -1.5% | -0.3 | 9.0% | -9.2% | 1.1% | -0.1% | -1.8% | -9.6% | 3.5% | 1.1%
Cc1nn(C)c(C)c1CCC(=O)N1CCCC(N2CCN(c3ccc(F)cc3)CC2)C1 (configuration not stated) | 13.7% | 0.5% | 6.6 | 5.7% | 5.9% | -1.4% | 12.4% | -0.7% | 2.7% | -0.8% | -1.0%
CCn1c2ccccc2c2cc(NC(C)=O)ccc21 | -1.4% | 4.3% | -11.4 | -2.4% | 2.9% | 3.0% | 7.4% | -0.9% | -0.6% | 4.6% | -0.3%
O=C(NNC1CC(=O)N(c2ccccc2)C1=O)c1ccccc1Cl (configuration not stated) | -0.6% | / | -6.2 | 5.7% | 0.9% | 3.7% | 3.9% | 0.5% | 4.5% | -2.0% | 2.3%
COc1cccc(NC(=O)COC(=O)CCCc2c[nH]c3ccccc23)c1 | -0.1% | ? | 9.4 | 2.8% | 1.1% | -0.4% | -7.7% | -5.2% | -6.1% | -2.7% | -5.2%
CC(C)c1ccc(CN2CCC(C(=O)NCc3cccnc3)CC2)cc1 | 29.2% | -1.6% | 9.1 | 1.4% | -11.2% | -0.9% | 9.5% | 4.1% | -0.3% | 10.1% | 0.0%
O=C(CCc1ccc(S(=O)(=O)NCc2ccccc2)cc1)NCc1ccc2c(c1)OCO2 | 6.2% | 3.9% | -2.0 | 18.7% | -8.5% | -3.5% | 0.6% | -0.8% | -6.5% | -2.2% | 0.5%
CCOC(=O)c1sc(=S)n(CC)c1NC(=O)c1ccccc1 | -2.5% | / | 4.7 | 14.1% | 7.5% | -6.4% | -1.3% | -0.4% | 1.5% | 1.2% | -5.5%
O=C(O)C1CCN(S(=O)(=O)c2ccc(N3CCC(O)CC3)c([N+](=O)[O-])c2)CC1 | 3.4% | / | -18.4 | 7.8% | 5.3% | -2.1% | -2.0% | 0.5% | 9.4% | 8.6% | -4.5%
N#C/C(C(=O)Nc1ccc(Cl)cc1)=C(/S)Nc1ccccc1 | -0.9% | ? | -3.3 | ? | 29.1% | -2.7% | ? | 15.1µM* | 8.7% | / | 0.2%
CCOc1cc(/C=N/N2CCOCC2)ccc1OCc1ccc(C(=O)OC)o1 | -1.5% | 0.1% | 0.2 | 21.8% | -4.3% | -1.7% | 1.9% | -6.1% | -4.0% | -2.8% | -1.8%
CCC1S/C(=C(\C#N)C(=O)NCc2ccco2)N(c2ccc(Br)cc2)C1=O (configuration not stated) | 1.8% | -5.3% | -15.5 | -2.6% | -21.5% | -3.1% | 6.1% | -2.4% | -4.2% | -0.1% | 6.0%
CC(C)c1ccc(OCCCCN2CCCCC2)cc1 | -4.2% | ? | 17.5 | 7.7% | -10.1% | -6.2% | -19.9% | -2.5% | -3.0% | / | 0.4%
Cc1ccc(NC(=O)CN(C)Cc2nc3c(Br)cc(Br)cc3c(=O)[nH]2)cc1 | 2.8% | ? | -14.3 | ? | -14.5% | -0.3% | 6.9% | ? | -0.9% | 6.5% | -10.1%
CCOC(=O)N1CCC(NC(=O)c2sc(-n3cccc3)nc2C)CC1 | 11.1% | 0.4% | -1.0 | 27.0% | -12.8% | -0.2% | -4.7% | -0.3% | -10.1% | 3.8% | -4.9%
O=C(c1ccc(Br)o1)N1CCCc2ccccc21 | 0.3% | 10.0% | -7.5 | 26.4% | 41.0% | 0.7% | 18.8% | -1.6% | 16.3% | 12.3% | -0.2%
O=C1COc2ccc(C(=O)COC(=O)c3cc(S(=O)(=O)N4CCOCC4)ccc3F)cc2N1 | 7.1% | 1.1% | -9.3 | / | 0.2% | 1.6% | / | ? | / | 2.5% | -0.5%
COc1cc(CNc2ccc3[nH]c(=O)[nH]c3c2)ccc1OCC(=O)NC(C)(C)C | -0.8% | 5.4% | -4.3 | 23.7% | -2.0% | 0.2% | -2.3% | -3.3% | 6.5% | 11.4% | -3.0%
O=C(NCCCC1CCCC1)C1CCC(=O)N(Cc2cccc(F)c2)C1 (configuration not stated) | 9.5% | / | -12.6 | -0.4% | 7.8% | -1.1% | -16.5% | 0.0% | -0.7% | 2.0% | 4.3%
CC(C)CCNC(=O)CCn1nc(-c2ccc(Cl)cc2)ccc1=O | -1.9% | -13.5% | -24.8 | 5.8% | 3.7% | 0.1% | 1.0% | -1.7% | -2.0% | / | -2.9%
O=C(NCc1cccs1)c1ccc(Cl)s1 | 0.0% | 1.7% | -1.0 | ? | 23.4% | 9.2% | 25.9% | -15.9% | 3.8% | 7.4% | 0.0%
CCOC(=O)C1(Cc2cccc(Cl)c2)CCCN(C(=O)c2ccoc2C)C1 (configuration not stated) | -1.9% | / | -4.4 | 23.7% | -15.4% | -5.5% | -6.0% | -4.2% | -1.4% | 1.4% | -5.5%

Look-ups from the results shown:
In Menin-MLL TR inh, `O=C(c1ccc(Br)o1)N1CCCc2ccccc21` is entered as 10.0%
In PKM2 activator, `Cc1ccc(NC(=O)CN(C)Cc2nc3c(Br)cc(Br)cc3c(=O)[nH]2)cc1` is entered as 6.5%

Remaining list, next part:
SMILES | Rab9 prom act | Menin-MLL TR inh | Giardia kill | RORg inh | BRCA1 expr act | ELG1 genotox | Gal4-VP16 FLuc | FLuc counter | p53 reactivation | PKM2 activator | NPC1 prom act
CC1=C(C(=O)NCCN2CCN(C)CC2)C2(CCC(C)CC2)OC1=O (configuration not stated) | -3.8% | -7.4% | 5.7 | -5.9% | -0.6% | -0.7% | 1.8% | 0.3% | -5.1% | -1.8% | 10.4%
O=C(CN1C(=O)CC(c2ccco2)Sc2ccccc21)Nc1ccc2c(c1)OCCO2 (configuration not stated) | -6.0% | -2.0% | -15.2 | ? | -2.2% | -3.1% | -8.1% | 0.9% | -1.3% | 21.6% | -5.7%
CCOCCCNC(=O)c1ccc(N2CC3CC(C2)c2cccc(=O)n2C3)c(NC(=O)Nc2cccc(OC)c2)c1 (configuration not stated) | 2.4% | -13.8% | 11.3 | 11.4% | -16.4% | -0.7%[9.26 µM] | -0.7% | -1.6% | 5.6% | / | -0.3%
Cc1ccc(S(=O)(=O)Cc2ccc(C(=O)N3CCCCCC3)o2)cc1 | 6.3% | -6.0% | 6.1 | 15.5% | 7.8% | -0.9% | 21.0% | -1.4% | -3.0% | -11.0% | -1.5%
CCOc1ccc(N2C(=O)c3ccccc3C2O)cc1 (configuration not stated) | ? | 3.8% | -1.1 | ? | 6.31µM* | 9.2µM* | 3.7% | 12µM* | ? | -29.7% | 3.16µM*
CCCn1nnc(NC(=O)c2cc3ccccc3o2)n1 | ? | 30.2%[activator] | 5.2 | ? | ? | 5.8µM* | -6.9% | 19µM* | ? | 6.6% | 2.51µM*
CC(C)(C)Nc1nc(-c2ccccn2)nc2ccccc12 | -30.9%[inhibitor] | ? | -26.9 | 1.41µM* | -63.7% | -12.2% | 3.98µM* | -1.0% | -6.7% | / | -20.5%
O=C(N/N=C/c1sc(N2CCOCC2)nc1-c1ccccc1)c1ccccc1F | -1.6% | / | -6.1 | -1.4% | -0.6% | -5.1% | -8.0% | -13.4% | 5.4% | 0.0% | -4.2%
COC(=O)c1ccc2[nH]c(CO)c(-c3ccccc3)c2c1 | -6.0% | ? | 3.0 | 19.0% | -21.6% | 8.8% | -5.8% | -9.9% | / | 2.6% | 2.8%
CN1C(=O)C(Cl)(Cl)C(=O)c2ccccc21 | 1.4% | -9.5% | -19.1 | 11.2µM* | -5.8% | 3.8% | ? | -1.2% | 8.3% | -3.3% | -2.9%
Oc1ccc2ccccc2c1Br | 0.8% | 12.7% | 16.0 | 5.0% | -9.8% | -2.5% | -3.7% | ? | 0.0% | -2.6% | -1.2%

Compound activity (PubChem)
